# hIAP act = human IAP activation | activation factor at 10 µM | AID 2524 | actives 0.16% (n = 330,000) | P09923 | purified human IAP, CDP-Star luminescence, 30 min; stronger effect = higher value; 1 = vehicle-only enzyme, 0 = enzyme-free background;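 active = activation factor of the enzyme at least 2-fold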; note: the source names both 10 and 20 µM as test concentration; values of inactives mirror those of a sister screen read the other way
# Target sequence (P09923 whole entry, looked up): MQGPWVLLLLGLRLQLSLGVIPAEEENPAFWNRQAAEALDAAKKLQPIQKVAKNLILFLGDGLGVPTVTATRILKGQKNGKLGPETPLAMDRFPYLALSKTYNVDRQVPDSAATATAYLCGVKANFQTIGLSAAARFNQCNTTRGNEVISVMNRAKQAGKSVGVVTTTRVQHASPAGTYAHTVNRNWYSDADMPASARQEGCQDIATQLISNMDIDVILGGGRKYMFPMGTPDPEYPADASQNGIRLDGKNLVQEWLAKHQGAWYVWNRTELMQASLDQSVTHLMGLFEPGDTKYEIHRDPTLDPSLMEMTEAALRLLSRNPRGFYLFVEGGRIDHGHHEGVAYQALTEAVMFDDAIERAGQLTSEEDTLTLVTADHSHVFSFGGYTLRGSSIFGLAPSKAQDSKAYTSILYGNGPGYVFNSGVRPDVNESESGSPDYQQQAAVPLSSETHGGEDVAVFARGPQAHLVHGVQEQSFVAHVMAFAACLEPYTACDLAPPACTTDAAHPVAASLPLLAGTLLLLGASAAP
# MPTP inh = permeability transition pore inhibition | isolated mouse mitochondria, Ca2+ swelling absorbance, 30 min | inhibition, % at 10 µM | actives 1.4% (n = 360,000) | AID 602449;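 active = inhibition of 50% or more, scaled per plate between neutral and stimulator controls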;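 note: 0% = DMSO wells given calcium and 100% = 1 mM EGTA wells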
# hIAP inh = blocks human intestinal alkaline phosphatase | inhibition, % at 10 µM | purified IAP, CDP-Star luminescence, 30 min | actives 0.12% (n = 330,000) | P09923 | AID 2544;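 active = inhibition reaching a set limit with compound at 10 µM in the primary screen, cut at about 35% in these data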;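 note: plate controls were DMSO wells with enzyme for no effect and no-enzyme buffer wells for full effect; values of inactives mirror those of a sister screen read the other way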
# ATG4B inhibitor = ATG4B (human) cysteine protease inhibition; AID 504462; actives 0.51% (n = 340,000); inhibition, % at 8.33 µM; ATG4B cleavage of LC3-PLA2, NBD-HPC fluorescence, 1 h; in the data active = inhibition above about 40%
# A3A deaminase = human APOBEC3A DNA deaminase inhibition. inhibition, % at 20 µM. recombinant A3A, FAM/TAMRA ssDNA deamination fluorescence. actives 0.41% (n = 330,000);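 active = at least 40% inhibition at 20 µM here, with at most 30% in a related deaminase screen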;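 note: plate controls were A3A with DMSO for no effect and wells lacking A3A enzyme for full effect; some results filed as inactive read as strong as hits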
# Target sequence (P31941 whole entry, looked up): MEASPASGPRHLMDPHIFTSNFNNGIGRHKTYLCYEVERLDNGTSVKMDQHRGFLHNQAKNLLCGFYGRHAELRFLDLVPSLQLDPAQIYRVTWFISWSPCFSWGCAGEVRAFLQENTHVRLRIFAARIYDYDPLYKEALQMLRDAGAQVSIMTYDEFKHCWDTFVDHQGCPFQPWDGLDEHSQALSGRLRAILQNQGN
# mIAP inh = blocks mouse intestinal alkaline phosphatase; purified mouse IAP, CDP-Star luminescence, 30 min; AID 2806; actives 0.2% (n = 330,000); inhibition, % at 10 µM;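 active = inhibition of at least 40% at 10 µM in the primary screen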;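 note: plate controls were DMSO with enzyme for no effect and no enzyme wells for full effect; values of inactives mirror those of a sister screen read the other way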
# beta cell repl = inducers of beta-cell replication in MIN6 cells; MIN6 cells proliferation, ATPlite luminescence, 48 h; cells starved in 0.2% serum; 100% = growth in 10% serum; proliferation, % at 10 µM; actives 0.29% (n = 330,000); AID 2380;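 active = compounds whose signal lies at least 3.5 SD above the mean of all wells on their plate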;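 note: 0% = DMSO-treated cells in low-serum medium and 100% = 10% serum control; some compounds called inactive have numbers as strong as hits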
# APOBEC3G inh = APOBEC3G (human) deaminase inhibition; recombinant A3G, ssDNA deamination FAM/TAMRA fluorescence; inhibition, % at 20 µM; actives 0.28% (n = 330,000); AID 493012;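 active = inhibition of at least 40% at 20 µM, with no more than 30% in the related APOBEC3A deaminase screen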;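 note: plate controls were DMSO wells with A3G for no effect and wells lacking A3G enzyme for full effect; some compounds called inactive have numbers as strong as hits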
# mIAP activ = increases mouse intestinal alkaline phosphatase activity. muIAP, CDP-Star luminescence, 30 min; stronger effect = higher value; 1 = vehicle-only enzyme signal, 0 = enzyme-free wells. activation factor at 10 µM. actives 0.24% (n = 330,000). AID 2805;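 active = activation factor of at least 2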; note: the source names both 10 and 20 µM as test concentration; values of inactives mirror those of a sister screen read the other way
#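 also added = chemiluminescent substrate CDP-Star | test system = mouse IAP enzyme | signal = chemiluminescence readout | compound = DMSO-dissolved test compounds | incubation = 30 min at room temperature | benchmarks = DMSO wells, no-enzyme wells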
# An asterisk follows results filed as active; & = joins results of further samples.
SMILES,hIAP act,MPTP inh,hIAP inh,ATG4B inhibitor,A3A deaminase,mIAP inh,beta cell repl,APOBEC3G inh,mIAP activ
COc1cc(OC)c(C(=O)N/N=C/c2ccoc2)cc1OC,1.2,0.5,-15,-4,2,0,-5,-3,1
COc1cc(OC)c(OC)cc1/C=C1/C(=O)N=C(N)N1C,0.8,0.1,20,-5,-1,10,0,-11,0.9
Cc1ccc(C)c(NC(=O)CSc2nnc(-c3ccncc3)n2N)c1,0.84,1.3,16,-4,-3,9,-1,-10,0.91
CN(CC(=O)NCc1ccc2c(c1)OCO2)CC(=O)Nc1ccc(F)c(F)c1F,1.1,-1.7,-7,-5,-4,-6,-5,-10,1.1
CCn1c(-c2cc(C3CC3)nc3ccccc23)n[nH]c1=S,0.8,-0.9,20,-5,-1,7,-1,0,0.93
Fc1ccc(NC(=S)N2N=CCC2c2ccccc2)cc1 (configuration not stated),1.1,0.6,-11,-5,-2,4,-1,-6,0.95
Cc1ccc(/C=C/C(=O)Nc2ccc(N(C)C)cc2)o1,0.91,2.3,9,3,4,2,-7,-4,0.98
Cc1cc(S(=O)(=O)N2CCCOC2CNC(=O)C(=O)NCCc2ccco2)ccc1F (configuration not stated),0.95,-0.4,5,-3,-4,1,-2,-6,0.99
Cc1ccc(/C=C/C(=O)OCC(=O)c2ccc3c(c2)NC(=O)CO3)o1,1.1,-0.7,-12,-9,-5,3,-4,-4,0.97
CCCOc1ccc(OCCn2nc(C(=O)O)c3ccccc3c2=O)cc1,0.94,0.3,6,-5,1,2,1,-2,0.98
COc1ccc(-c2nc(CS(=O)CC(=O)N3CCN(C)CC3)c(C)o2)cc1 (configuration not stated),1.2,4.4,-18,-1,-4,2,-1,-2,0.98
CC(C)CN(CC(C)C)C(=S)Nc1ccc(Cl)cc1,1.1,1.1,-7,-3,-2,-18,0,-2,1.2
CCN1CCN(c2ccc(S(=O)(=O)N3CCCCC3)cc2NC(=O)c2ccccc2)CC1,1,0.5,0,-4,46*,-6,2,7,1.1
COC(=O)CCCC(=O)N1CCOCCN(C(=O)CCCC(=O)OC)CCOCC1,1.1,-3.6,-11,-3,-6,-8,-1,-7,1.1
COc1ccc(-c2cc(C(=O)NCc3ccco3)no2)cc1OC,1,1.2,-3,2,3,6,0,-1,0.94
COc1ccccc1NC(=O)CC1C(=O)NCCN1C(=O)Nc1ccccc1 (configuration not stated),0.89,-1.2,11,3,-7,7,-4,-6,0.93
Cc1ccc(S(=O)(=O)NC(CC(=O)O)c2cccs2)cc1 (configuration not stated),1.1,-2.3,-9,-5,-4,4,-2,-7,0.96
CC1=C(C#N)C(=O)NC(C)(C)C1,0.98,0.9,2,-3,-3,1,-2,-5,0.99
CN(C(=O)c1cccc(S(=O)(=O)N2CCOCC2)c1)c1c(N)n(Cc2ccccc2)c(=O)[nH]c1=O,0.93,-0.4,8,1,1,-10,-2,-3,1.1
CCOC(=O)C1=C(C)OC(N)=C(C#N)C1c1cccc(C)c1 (configuration not stated),0.93,-0.3,7,-7,3,6,2,-12,0.94
COc1ccc(C(=O)C2CCCN(Cc3ccc(Sc4nncn4C)o3)C2)cc1F (configuration not stated),1,-0.2,-1,11,-1,1,1,-6,0.99
CCOc1cc2c(cc1OCC)C(c1ccccc1OC)OC(=O)C2 (configuration not stated),1,-1.7,-3,-2,-2,-2,-2,-7,1
S=c1[nH]c(-c2ccc(Cl)cc2)cs1,1.1,-0.7,-8,11,0,8,-3,-2,0.92
CCOc1ccccc1NC(=O)c1ccc(S(=O)(=O)N2CCCCC2)cc1,0.83,-0.3,17,-5,-2,2,-1,-6,0.98
N#Cc1c(-c2cccs2)cc(-c2ccccn2)nc1N,1.2,-0.6,-19,0,-3,-5,-1,-5,1.1
Cc1ccccc1Nc1nc(N)nc(CSCC(=O)Nc2cccc(Br)c2)n1,0.93,1.2,7,-3,7,5,-2,2,0.95
CCc1cc(=O)oc2cc(C)cc(O)c12,0.97,1.0,3,2,-4,-1,2,-6,1
Cc1cccc(C)c1NC(=O)C1c2ccccc2Oc2ccccc21,0.99,12,1,1,-3,-7,2,-5,1.1
CC(=O)c1cc2c(cc1NC(=O)c1cnc(C)cn1)OCO2,0.93,-0.4,7,-10,1,8,4,1,0.92
C/C(N)=C(/C#N)C(=O)CSc1nnc(COc2ccccc2Cl)o1,0.91,-0.3&0.9,9,-3&-13,8,11,-2,-1,0.89

# Individual results from the list.
# Under ATG4B inhibitor, Cc1cccc(C)c1NC(=O)C1c2ccccc2Oc2ccccc21 has the entry 1
# Under MPTP inh, Cc1ccccc1Nc1nc(N)nc(CSCC(=O)Nc2cccc(Br)c2)n1 has the entry 1.2
# Under mIAP inh, C/C(N)=C(/C#N)C(=O)CSc1nnc(COc2ccccc2Cl)o1 has the entry 11
# Under MPTP inh, CCc1cc(=O)oc2cc(C)cc(O)c12 has the entry 1.0

# The listing continues:
SMILES,hIAP act,MPTP inh,hIAP inh,ATG4B inhibitor,A3A deaminase,mIAP inh,beta cell repl,APOBEC3G inh,mIAP activ
Cn1nc(C(F)(F)F)c(-c2ccc(Br)cc2)c1NC(=O)CSCC(=O)O,1.1,0.3,-8,-5,0,4,0,-2,0.96
Cc1c(C)n(Cc2ccccc2)c2ccc(C(=O)OCCCN(C)C)cc12,0.97,78*,3,2,0,-9,-5,-3,1.1
CC(=O)c1ccc(N2CCN(CC(O)COC(c3ccccc3)c3ccccc3)CC2)cc1 (configuration not stated),0.89,0.9,11,-19,-3,14,0,-11,0.86
Nc1nnc(SCC(=O)Nc2cccc3ccccc23)s1,1.1,-0.3,-8,-10,0,-2,0,-5,1
NC(=O)C1CCN(C2CC(=O)N(c3ccc(F)c(Cl)c3)C2=O)CC1 (configuration not stated),0.95,-1.5,5,0,-1,1,-2,-2,0.99
Cn1c(SCC(=O)O)nnc1-c1ccc(NC(=O)c2ccc(Cl)c(Cl)c2)cc1,1.1,-0.1,-9,-4,-2,-6,3,-10,1.1
Cc1cc(NCCCn2ccnc2)n2nc(C)c(-c3ccccc3)c2n1,0.93,0.4,7,1,1,-2,-2,2,1
O=C(Nc1ccc2c(c1)CCC2)c1ccc(F)c(S(=O)(=O)N2CCOCC2)c1,1.1,-9.6,-5,-12,1,-4,-2,-12,1
Cc1cc2c(cc1S(=O)(=O)CCC(=O)N(C)Cc1ccccc1)OCC(=O)N2,1.1,-0.8,-8,-1,0,-4,-3,-13,1
CCn1cc(S(=O)(=O)Nc2ccccc2C(F)(F)F)cn1,0.99,-0.4,1,1,-3,-3,0,-5,1
CC(=O)Oc1ccc2oc(=O)c3c(c2c1)CCCN3C(=O)CN1CCN(c2ncccn2)CC1,1.1,0.2,-6,-6,0,-4,1,-6,1
COc1ccc(NC(=O)NC(C)c2ccncc2)cc1OC (configuration not stated),1,-1.6,-4,1,0,7,-1,-2,0.93
CCOC(=O)C1CCN(C(=O)/C(=C/c2ccccc2)NC(=O)c2ccccc2)CC1,1,0.4,0,-2,5,2,4,-1,0.98
CN(Cc1ccccc1)C(=O)COC(=O)c1ccccc1Nc1ccccc1,1.1,-16,-8,5,-1,4,0,-7,0.96
Cc1cc(C(=O)CCC(=O)N2CCN(c3ccccc3O)CC2)c(C)s1,0.88,1.0,12,-2,-4,7,-6,-8,0.93
c1ccc(-n2c(Cc3cccnc3)nc3cnccc32)cc1,0.88,0.2,12,-7,-7,-6,0,-8,1.1
C=CC[N+]1(CC#CCOC(c2ccccc2)c2ccccc2)CCOCC1,0.97,-2.5,3,7,-2,-5,1,-8,1.1
Nc1cc(=O)n(Cc2ccccc2)c(=O)n1-c1ccc(Cl)cc1,0.92,2.9,8,-1,-6,-1,1,-12,1
O=C(CCNC(=O)c1ccc(Cl)cc1)Nc1nc2ccccc2[nH]1,1.1,0.7,-14,-4,-1,27,0,-5,0.73
O=C(COC(=O)CSc1ccc(Cl)cc1)Nc1ccc2[nH]c(=O)[nH]c2c1,1.4,0.1,-35,1,6,-10,2,-7,1.1

# By substructure: those above with a cyano group.
SMILES,hIAP act,MPTP inh,hIAP inh,ATG4B inhibitor,A3A deaminase,mIAP inh,beta cell repl,APOBEC3G inh,mIAP activ
CC1=C(C#N)C(=O)NC(C)(C)C1,0.98,0.9,2,-3,-3,1,-2,-5,0.99
CCOC(=O)C1=C(C)OC(N)=C(C#N)C1c1cccc(C)c1 (configuration not stated),0.93,-0.3,7,-7,3,6,2,-12,0.94
N#Cc1c(-c2cccs2)cc(-c2ccccn2)nc1N,1.2,-0.6,-19,0,-3,-5,-1,-5,1.1
C/C(N)=C(/C#N)C(=O)CSc1nnc(COc2ccccc2Cl)o1,0.91,-0.3&0.9,9,-3&-13,8,11,-2,-1,0.89

# More structures.
SMILES,hIAP act,MPTP inh,hIAP inh,ATG4B inhibitor,A3A deaminase,mIAP inh,beta cell repl,APOBEC3G inh,mIAP activ
CC(C)(C)c1ccc(NC(=O)C(=O)C2C(=O)Nc3ccccc32)cc1 (configuration not stated),0.8,1.3,20,-1,-6,12,-5,-3,0.88
O=C(NCc1ccco1)C(c1ccccc1)N(C(=O)Cc1cccs1)c1ccccc1 (configuration not stated),1.1,-1.6,-14,-7,-3,1,0,-7,0.99
Cc1ccc(N=Nc2ccc(C)cc2NC(=O)Nc2ccccc2F)cc1,0.98,14,2,4,2,4,-5,-2,0.96
Cc1ccc(-n2nnc(-c3nccn3C)n2)cc1,0.89,0.5,11,-4,-5,1,-7,-8,0.99
COC(=O)c1ccc(NC(=O)C(=O)N2CCN(C(=S)NCCc3ccccc3)CC2)cc1,0.93,-1.1,7,0,3,-3,3,-1,1
CCCOc1cccc(C2C(C(=O)c3ccco3)=C(O)C(=O)N2CCN(CC)CC)c1 (configuration not stated),1,-1.4,-5,6,-5,-7,-3,-4,1.1
COc1ccccc1NC(=O)CON=C(N)CC(=O)NC1CCCCC1,0.84,-0.5,16,-2,-1,-12,-3,-5,1.1
Nc1nc(Nc2ccccc2Cl)cc(=O)[nH]1,0.94,-0.1,6,2,-3,4,0,-10,0.96
COc1ccc(/C=N/Nc2nc(=O)[nH]nc2C)cc1[N+](=O)[O-],1,1.1,-3,1,4,15,-3,-3,0.85
O=C(CSc1ncn[nH]1)Nc1ccccc1Sc1ccc(Cl)cc1,1.3,35,-28,-11,-2,13,-2,-9,0.87
O=C(O)CC(CC(=O)N1CCOCC1)c1ccccc1 (configuration not stated),0.94,0.3,6,0,-2,6,2,8,0.94

# Record cards, from the list above.
# COc1ccccc1NC(=O)CON=C(N)CC(=O)NC1CCCCC1 as listed: hIAP act = 0.84; MPTP inh = -0.5; hIAP inh = 16; ATG4B inhibitor = -2; A3A deaminase = -1; mIAP inh = -12; beta cell repl = -3; APOBEC3G inh = -5; mIAP activ = 1.1
# CC(C)(C)c1ccc(NC(=O)C(=O)C2C(=O)Nc3ccccc32)cc1 (configuration not stated) as listed: hIAP act = 0.8; MPTP inh = 1.3; hIAP inh = 20; ATG4B inhibitor = -1; A3A deaminase = -6; mIAP inh = 12; beta cell repl = -5; APOBEC3G inh = -3; mIAP activ = 0.88
# O=C(CSc1ncn[nH]1)Nc1ccccc1Sc1ccc(Cl)cc1 as listed: hIAP act = 1.3; MPTP inh = 35; hIAP inh = -28; ATG4B inhibitor = -11; A3A deaminase = -2; mIAP inh = 13; beta cell repl = -2; APOBEC3G inh = -9; mIAP activ = 0.87
